PI5P4Ka inh – qHTS for Inhibitors of phosphatidylinositol 5-phosphate 4-kinase (PI5P4K). Phosphatidylinositol 5-phosphate 4-kinase type-2 alpha (Homo sapiens), P48426. PI5P4Kalpha enzyme, ADP-Glo luminescence, 60 min; stronger effect = lower value. max response, %. hit rate 1.2% among 330,000. AID 652105, 2013; active = max response of -50% or lower; inconclusive = between -30% and -50%; inactive = -30% or higher; also: value at the top dose of about 77 µM; % is scaled to controls: 0 for no effect and ±100 for the full control effect
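ADP-Glo luminescence end-point read after a 60 min room-temperature kinase reaction of PI5P4Kalpha plus substrate, initiated with ATP at 5 microM final. Buffer: 0.038 M HEPES pH 7.4, EGTA, 0.1% CHAPS, 5% DMSO.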
PLK1 PBD inh – qHTS for Inhibitors of PLK1-PDB (polo-like kinase 1 - polo-box domain): Primary Screen; Serine/threonine-protein kinase PLK1 (Homo sapiens), P53350; Plk1 PBD binding of FITC phosphopeptide, fluorescence polarization; Potency, µM, for the others: max response, negative = inhibition, hits mostly inhibitors; hit rate 2.8% among 360,000; also: potency is read from the fitted curve at half-maximal effect; series mostly up to about 57 µM; % is scaled to controls: 0 for no effect and ±100 for the full control effect; nearly all actives have a fitted effect of over 65% in size
CCT chaperon mod – High-Throughput Screening for Modulators of Cytosolic Chaperonin Activity; purified chaperonin ATPase assay, HTRF ADP detection, 30 min; activity change, % (test concentration not listed), hits read low; hit rate 0.3% among 360,000; in the data active = activity change below about -30%; also: % is scaled to controls: 0 for no effect and ±100 for the full control effect
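ATPase activity: ADP formed was measured by HTRF Transcreener (665/615 nm ratio) after 30 min at 37 deg C with 10 uM ATP. Compounds screened at one 76 uM concentration against 40 or 20 nM TRiC in Tris pH 7.4/KCl/MgCl2/DTT buffer.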
EPAC2 agonist – qHTS for Agonist of cAMP-regulated guanine nucleotide exchange factor 4 (EPAC2): primary screen. Rap guanine nucleotide exchange factor 4 (Homo sapiens), Q8WZA2. EPAC2 activation, biochemical qHTS; response scale: 100% = 6.5 mM cAMP response. Potency, µM (titrated, usually from 154 µM), inactives show at the top dose activation, actives largely listed as activators. hit rate 0.079% among 360,000. AID 720711, 2013; also: potency is read from the fitted curve at half-maximal effect; nearly all actives have a fitted effect of over 50% in size
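Readout is BODIPY fluorescence (480 nm excitation, 540 nm emission), which falls as labeled GDP is exchanged off Rap1B. EPAC2 at 100 nM acted on 250 nM RAP1B-BODIPY-GDP with 50 uM GDP present.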
EPAC1 ag – qHTS for Agonist of cAMP-regulated guanine nucleotide exchange factor 3 (EPAC1): primary screen; Potency, µM (doses to about 154 µM), without a hit: at the highest dose activation, actives largely listed as activators; Rap guanine nucleotide exchange factor 3 (Homo sapiens), O95398; hit rate 0.073% among 360,000; AID 720707, 2013; EPAC1 agonist qHTS, biochemical assay; response scale: 100% = response to 6.5 mM cAMP; also: potency is read from the fitted curve at half-maximal effect; nearly all actives have a fitted effect of over 60% in size
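Nucleotide exchange assay: 100 nM EPAC1 with 250 nM Rap1B loaded with BODIPY-GDP and 50 uM GDP, room temperature. Fluorescence (480/540 nm) read every 5 min for 30 min; signal change normalized to 6.5 mM cAMP as full agonist.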
EPAC1 antag – qHTS for Antagonist of cAMP-regulated guanine nucleotide exchange factor 3 (EPAC1): primary screen. Rap guanine nucleotide exchange factor 3 (Homo sapiens), O95398. EPAC1 GEF assay, Rap1b-BODIPY-GDP exchange fluorescence. Potency, µM (doses to about 115 µM), for the others: at the highest dose activity change, negative = inhibition, hits mostly inhibitors. hit rate 0.14% among 360,000;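 also: potency is read from the fitted curve at half-maximal effect; plate controls were vehicle for no effect and positive control for full effect; nearly all actives have a fitted effect of over 50% in size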
WRN inhibitor – qHTS for Inhibitors of WRN Helicase; Bifunctional 3'-5' exonuclease/ATP-dependent helicase WRN (Homo sapiens), Q14191; WRN helicase unwinding, fluorescent forked duplex, kinetic; Potency, µM (doses to about 114 µM), for the others: top-dose activity change, negative = inhibition, usual class: inhibitors; hit rate 0.46% among 360,000; AID 651768, 2012; also: potency is read from the fitted curve at half-maximal effect; % is scaled to controls: 0 for no effect and ±100 for the full control effect; nearly all actives have a fitted effect of over 55% in size
Target sequence (Q14191 whole entry, looked up): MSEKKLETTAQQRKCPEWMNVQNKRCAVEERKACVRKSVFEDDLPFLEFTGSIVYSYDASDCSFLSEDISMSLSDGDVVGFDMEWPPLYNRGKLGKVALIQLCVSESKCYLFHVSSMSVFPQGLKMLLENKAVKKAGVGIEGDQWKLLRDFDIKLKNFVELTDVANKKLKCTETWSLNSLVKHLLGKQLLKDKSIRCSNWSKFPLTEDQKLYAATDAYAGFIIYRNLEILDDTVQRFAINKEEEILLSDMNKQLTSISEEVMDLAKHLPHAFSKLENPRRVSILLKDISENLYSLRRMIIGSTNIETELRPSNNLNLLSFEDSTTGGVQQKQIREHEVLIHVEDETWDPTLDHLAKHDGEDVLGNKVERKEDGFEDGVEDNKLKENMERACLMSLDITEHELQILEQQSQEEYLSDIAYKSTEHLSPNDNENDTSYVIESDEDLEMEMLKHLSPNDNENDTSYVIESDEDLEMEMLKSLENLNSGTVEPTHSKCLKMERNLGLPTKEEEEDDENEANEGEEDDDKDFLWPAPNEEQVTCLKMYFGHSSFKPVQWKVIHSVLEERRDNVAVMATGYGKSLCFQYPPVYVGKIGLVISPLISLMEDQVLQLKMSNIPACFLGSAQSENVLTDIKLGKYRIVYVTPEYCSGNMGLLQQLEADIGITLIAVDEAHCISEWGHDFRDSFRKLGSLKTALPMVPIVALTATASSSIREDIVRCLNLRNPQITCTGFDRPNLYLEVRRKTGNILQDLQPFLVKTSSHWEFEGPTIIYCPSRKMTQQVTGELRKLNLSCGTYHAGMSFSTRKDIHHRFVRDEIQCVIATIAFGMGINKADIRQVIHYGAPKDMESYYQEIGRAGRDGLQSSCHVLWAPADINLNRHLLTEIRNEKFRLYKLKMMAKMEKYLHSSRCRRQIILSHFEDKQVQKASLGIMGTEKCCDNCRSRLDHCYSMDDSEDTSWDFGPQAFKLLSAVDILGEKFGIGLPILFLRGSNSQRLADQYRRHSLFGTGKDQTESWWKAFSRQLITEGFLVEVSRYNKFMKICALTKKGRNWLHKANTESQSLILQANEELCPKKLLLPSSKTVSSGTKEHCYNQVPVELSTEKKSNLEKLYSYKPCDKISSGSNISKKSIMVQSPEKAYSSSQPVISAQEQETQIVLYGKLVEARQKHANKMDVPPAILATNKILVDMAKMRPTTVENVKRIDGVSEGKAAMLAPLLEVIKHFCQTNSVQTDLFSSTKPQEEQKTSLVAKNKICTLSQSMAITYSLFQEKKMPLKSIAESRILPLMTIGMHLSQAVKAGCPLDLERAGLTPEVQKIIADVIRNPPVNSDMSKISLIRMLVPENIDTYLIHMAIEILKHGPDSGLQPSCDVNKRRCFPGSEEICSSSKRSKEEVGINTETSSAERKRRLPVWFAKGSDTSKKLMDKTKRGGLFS
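Kinetic fluorescence helicase assay: unwinding of a quenched forked DNA duplex (100 nM final) with 2 mM ATP final raises red fluorescence (525/598 nm). Compounds sat 15 min at room temperature with 20 nM WRN beforehand.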
IL2 activator – qHTS of IL-2 Activators; activation, % (series mostly up to about 46 µM); IL-2 activation reporter assay, cell-based qHTS; stimulated with anti-CD3/CD4/CD28 beads; in transgenic mouse T cells; hit rate 0.065% among 360,000; in the data active = activation above about 50%; inconclusive = mostly about 30% to 49%; also: 0% is about no effect
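Screening format: compound pinned onto unstimulated transgenic mouse T cells, 60 min incubation, then anti-CD3/anti-CD4/anti-CD28 bead stimulation for 18 hours at 37 degrees C, followed by EGFP and DsRed detection.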
* marks the source's active call; other numbers are inactive results; u = inconclusive; x = no result given; [ ] = remark or other dose. Unless noted, calls follow the shape of the dose curve; as a rule, active = well fitted curve in the direction sought with a large enough effect; inconclusive = small, poorly fitted or top-dose-only effect, or another doubt; inactive = no such curve, though single readings can be large; an effect the other way counts as inactive or inconclusive.

SMILES	PI5P4Ka inh	PLK1 PBD inh	CCT chaperon mod	EPAC2 agonist	EPAC1 ag	EPAC1 antag	WRN inhibitor	IL2 activator
O=C1CN(C(=O)/C=C/c2cccc(Cl)c2)c2ccccc2N1	-15	-16%	0.8	-1%	13%	-2%	-2%	-3.2
COc1cc(C(=O)OCC(=O)NC(=O)NCc2ccccc2)ccc1OC(F)F	7	-7%	-2.2	5%	-15%	-16%	-19%	-3.0
O=C1C2C3C=CC(C3)C2C(=O)N1c1ncn[nH]1 (stereo not drawn)	x	-22%	-2.5	4%	7%	3%	-14%	-2.5
O=C(Cc1csc(N2CCOCC2)n1)N/N=C/c1ccc(Cl)cc1Cl	x	2%	-1.2	11%	5%	-8%	-4%	1.0
O=C(CCN1C(=O)C2CCCCC2C1=O)N1CCN(S(=O)(=O)c2cccc(F)c2)CC1 (stereo not drawn)	4	0%	0.2	6%	u	-21%	-12%	0.9
CC(C)(C)OC(=O)NCC(=O)NCC(=O)OCc1ccccc1	0	-6%	-0.3	-4%	1%	0%	-5%	-0.2
CCCCn1c(CN2CCN(C)CC2)nc2ccccc21	0	-3%	1.3	2%	-7%	3%	-3%	-2.3
C=CCn1c(SCC(=O)NC2CCS(=O)(=O)C2)nc2scc(C3CC3)c2c1=O (stereo not drawn)	x	-5%	2.1	8%	0%	-8%	0%	-0.9
O=C(Nc1nnc(CSCc2ccc(F)cc2)s1)c1cccc([N+](=O)[O-])c1	3	-15%	1.0	2%	-2%	0%	-1%	-0.8
CCCN1C2CCCC1CC(NC(=O)c1ccccc1)C2 (stereo not drawn)	-2	-13%	-2.6	0%	-4%	-3%	-5%	-3.2
CCOc1ccc(-c2ccc(SCC(=O)Nc3nnc(C)s3)nn2)cc1	-7	-12%	1.7	-7%	-2%	11%	-9%	0.5
CCCNC(=O)C1CCN(c2ccc(S(=O)(=O)N3CCOCC3)cc2Cl)CC1	x	-7%	-5.9	2%	-8%	5%	-4%	-2.1
Cc1ccc(S(=O)(=O)CC(O)COc2ccccc2C#N)cc1 (stereo not drawn)	8	-7%	0.6	7%	3%	-13%	2%	-0.2
O=C(O)c1cc(-c2ccc3c(c2)OCO3)nc2ccc(Br)cc12	-25	-15%	-1.5	-2%	-6%	14%	-4%	-0.4
CCCNC(=O)C(Cc1ccccc1C)NC(=O)c1ccc(C#N)cc1 (stereo not drawn)	-1	2%	-38*	-10%	-16%	-3%	-1%	1.8
CCCCn1nc(NC(=O)CC)c2cc3cc(OC)ccc3nc21	10	3%	-0.5	-5%	-6%	-15%	-2%	-2.3
O=C(c1ccccc1C(=O)N1CCN(c2ccccc2F)CC1)N1CCN(c2ccccc2F)CC1	9	-2%	-9.5	5%	0%	9%	-1%	-0.3
CN(C(=O)COC(=O)/C=C/c1cccs1)C1CCCCC1	1	-1%	1.3	8%	-6%	-7%	0%	0.1
O=C(CC1(CC(=O)N2CCOCC2)CCCC1)Nc1ccccc1	-2	3%	0.4	2%	11%	-14%	-6%	0.4
O=C(Nc1cccc(S(=O)(=O)N2CCCC2)c1)c1ccc2c(c1)OCO2	-6	-1%	-2.7	3%	-4%	-10%	-2%	1.2

An excerpt of these results, with each value named.
mol: CCCNC(=O)C(Cc1ccccc1C)NC(=O)c1ccc(C#N)cc1 (stereo not drawn)
  PI5P4Ka inh: -1
  PLK1 PBD inh: 2%
  CCT chaperon mod: -38*
  EPAC2 agonist: -10%
  EPAC1 ag: -16%
  EPAC1 antag: -3%
  WRN inhibitor: -1%
  IL2 activator: 1.8

mol: CCCCn1nc(NC(=O)CC)c2cc3cc(OC)ccc3nc21
  PI5P4Ka inh: 10
  PLK1 PBD inh: 3%
  CCT chaperon mod: -0.5
  EPAC2 agonist: -5%
  EPAC1 ag: -6%
  EPAC1 antag: -15%
  WRN inhibitor: -2%
  IL2 activator: -2.3

(next part)
SMILES	PI5P4Ka inh	PLK1 PBD inh	CCT chaperon mod	EPAC2 agonist	EPAC1 ag	EPAC1 antag	WRN inhibitor	IL2 activator
COc1ccc(S(=O)(=O)N2CCOCC2)cc1NC(=O)CSc1nnc(C2CC2)n1N	-6	-8%	-4.8	10%	1%	-11%	0%	3.1
Cc1ccc(/C=C/c2ccc(N(C)C)cc2)[n+](C)c1	4	34%[activator]	1.2	10%	10%	-11%	-19%	u
COc1ccccc1C=NNc1nc(C)cc(=O)[nH]1	0	-1%	0.8	6%	8%	2%	3%	-1.4
CCCn1nc(NC(=O)COC)c2cc3cc(C)ccc3nc21	0	-9%	1.0	1%	-10%	7%	-10%	1.0
Cc1cc(/C=N/O)c(C)n1-c1cccc(Cl)c1	2	-11%	-1.5	1%	-1%	-3%	-25%	-5.0
NS(=O)(=O)c1cccc(NC(=O)CSc2nc3ccccc3c(=O)n2CC2CCCO2)c1 (stereo not drawn)	-6	-1%	-2.7	5%	-3%	-12%	-2%	-0.2
CCOc1cc(N2CCOCC2)c(OCC)cc1NC(=O)c1ccc(S(=O)(=O)N2CC(C)OC(C)C2)cc1 (stereo not drawn)	4	-3%	-0.7	2%	-5%	-12%	-4%	0.8
CCSc1ccccc1C(=O)n1nnc2ccccc21	x	5.6µM*	-3.8	4%	8%	-5%	38%[activator]	-3.3
COC(=O)c1ccc(COC(=O)c2ccccn2)cc1	-13	-3%	1.7	1%	-2%	7%	-2%[57.1 µM]	-3.5
O=C(CSc1nnc(CNC(=O)c2ccco2)o1)Nc1ccccc1F	-5	21µM*	-4.2	9%	-3%	-2%	6%	-2.6
CN(CCOc1ccccc1)CC(=O)Nc1cccc(C#N)c1	3	1%	0.6	8%	-1%	3%	-3%	-2.7
CCC(=O)NNc1ccc(Br)cc1	4	-5%	-1.4	3%	-5%	-7%	-5%	-0.9
CC(=O)Nc1cccc(-n2nnc(SCC(=O)Nc3ccc(F)c(Cl)c3)n2)c1	-4	-18%	-4.0	7%	1%	11%	-26%	-2.2
O=C(c1cccc(Cl)c1)N1CCCC(C(=O)N2CCN(c3ccccc3)CC2)C1 (stereo not drawn)	-7	-6%	0.5	-4%	6%	17%	-29%	-2.2
COc1ccc(-c2ccc3c(c2)S(=O)(=O)c2cccc(C(=O)N4CCN(c5ccc(Cl)cn5)CC4)c2C3=O)cc1OC	-1	-9%	1.8	7%	6%	-10%	-9%	-0.2
O=C1NC[C@H](CCCCN2CCN(CCC3CCCCC3)C(=O)C2=O)N(CCC2CCCCC2)C1=O	3	-8%	0.2	6%	-4%	5%	-7%	-0.7
COc1ccc(/C=N/NC(=S)Nc2cccc(C(=O)O)c2)cc1OC	u	-2%	-1.2	2%	5%	0%	-27%	-4.6
Brc1ccc(Br)c2cnccc12	21	-1%	-0.1	-1%	7%	3%	3%	-1.8
COc1ccccc1OCC(=O)Nc1nc(-c2ccc(S(=O)(=O)N3CCOCC3)cc2)cs1	-3	-6%	-0.5	1%	9%	-4%	-3%	0.0
O=C(COC(=O)c1ccccc1O)Nc1ccc2ccccc2c1	0	-8%	-0.6	5%	10%	-5%	-6%	0.6

Complete entries, quoted from the list. Order of values: PI5P4Ka inh | PLK1 PBD inh | CCT chaperon mod | EPAC2 agonist | EPAC1 ag | EPAC1 antag | WRN inhibitor | IL2 activator
O=C(CCN1C(=O)C2CCCCC2C1=O)N1CCN(S(=O)(=O)c2cccc(F)c2)CC1 (stereo not drawn) in the list: 4 | 0% | 0.2 | 6% | u | -21% | -12% | 0.9
CC(C)(C)OC(=O)NCC(=O)NCC(=O)OCc1ccccc1 in the list: 0 | -6% | -0.3 | -4% | 1% | 0% | -5% | -0.2
CCOc1cc(N2CCOCC2)c(OCC)cc1NC(=O)c1ccc(S(=O)(=O)N2CC(C)OC(C)C2)cc1 (stereo not drawn) in the list: 4 | -3% | -0.7 | 2% | -5% | -12% | -4% | 0.8
CCCNC(=O)C1CCN(c2ccc(S(=O)(=O)N3CCOCC3)cc2Cl)CC1 in the list: x | -7% | -5.9 | 2% | -8% | 5% | -4% | -2.1

(cont.)
SMILES	PI5P4Ka inh	PLK1 PBD inh	CCT chaperon mod	EPAC2 agonist	EPAC1 ag	EPAC1 antag	WRN inhibitor	IL2 activator
C=CCn1c(SCC(=O)N2N=C(c3ccco3)CC2c2ccco2)nnc1-c1ccncc1 (stereo not drawn)	-10	-4%	1.5	-12%	14%	-9%	-23%	-1.4
COc1ccc([N+](=O)[O-])cc1NC(=O)CSCc1ccccc1C	2	-9%	-0.2	-6%	-2%	-27%	-36%	0.2
O=C(O)C1Nc2ccc(Br)cc2C2C=CCC12 (stereo not drawn)	-82*	5.3µM*	-1.1	-3%	2%	u	28µM*	-0.8
CCOc1ccc(NS(=O)(=O)c2cc(OC)ccc2OC)cc1	x	-7%	-1.1	13%	8%	8%	-10%	-2.9
N#C/C(=C(/O)COC(=O)c1ccc(C#N)cc1)c1nc2ccccc2s1	u	u	0.0	3%	9%	0%	-18%	0.6
CN(CC(=O)Nc1ccccc1Br)CC(=O)NC(c1ccccc1)c1ccccc1	3	-7%	-0.8	14%	18%	-28%	-5%	-1.9
Cc1c(-c2ccccc2)nc(N)c(C#N)c1-c1ccco1	-6	-6%	-3.3	0%	3%	-3%	0%	-2.4
COc1ccccc1OC(=O)c1ccc(S(=O)(=O)N(C)C)cc1	0	-7%	-1.7	-1%	15%	-19%	7%	-3.9
O=S(=O)(Cc1ccccc1)N1CCNCC1	2	-2%	-1.1	1%	5%	25%	-4%	0.5

Rewritten with bars between the fields: 2 of the compounds above
Compound | PI5P4Ka inh | PLK1 PBD inh | CCT chaperon mod | EPAC2 agonist | EPAC1 ag | EPAC1 antag | WRN inhibitor | IL2 activator
N#C/C(=C(/O)COC(=O)c1ccc(C#N)cc1)c1nc2ccccc2s1 | u | u | 0.0 | 3% | 9% | 0% | -18% | 0.6
CN(CC(=O)Nc1ccccc1Br)CC(=O)NC(c1ccccc1)c1ccccc1 | 3 | -7% | -0.8 | 14% | 18% | -28% | -5% | -1.9

Source: PubChem

Not all compounds are listed, so the mix of outcomes need not match the whole.
